Screening results from PubChem BioAssay.
CXXC DNA block: qHTS Fluorescence Polarization Assay for Inhibitors of MLL CXXC domain - DNA interaction. MLL-CXXC / FITC-HOXA9 DNA fluorescence polarization. Potency, µM (titrated, usually from 115 µM), without a hit: top-dose activity change, negative = inhibition, actives largely listed as inhibitors. hit rate 0.037% among 290,000. AID 2662, 2010; active = well fitted inhibition curve with a large enough effect in the polarisation, with a control signal flat, not every such curve was filed as active; inconclusive = small, poorly fitted or top-dose-only effect, or effect the other way, or a change in a side signal; inactive = no such curve, though single readings can be large or run the other way; the % refers to the polarisation; note: potency is the fitted concentration of half-maximal effect
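Fluorescence polarization: 7 uM MLL-CXXC (stock) preincubated 5 min with compounds, then 50 nM fluorescein-HOX-A9 DNA (stock) added; 30 min ambient. Buffer 50 mM Tris-HCl pH 7.5, 50 mM NaCl, 1 mM DTT, 0.05% BSA.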
A-T KAP1 phos: qHTS Assay for Identifying a Potential Treatment of Ataxia-Telangiectasia; […] A-T fibroblasts, KAP-1 phosphorylation AlphaLISA; neocarzinostatin DNA damage 30 min before lysis; Potency, µM (series often up to 57.5 µM), inactives show top-dose activation, most hits filed as activators; hit rate 0.19% among 320,000; AID 485349, 2010; note: potency is the fitted concentration of half-maximal effect; % of control where 0% means no effect; nearly all actives have a fitted effect of over 45% in size
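ATM-like activity read as KAP-1 phosphorylation via AlphaLISA donor/acceptor antibody pairs after lysis and 6 hr at 25C. Cells were ATM-null patient fibroblasts ([…], hTERT), dosed 60 min, then exposed to the DSB inducer NCS for 30 min.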
BRCA1 expr up: qHTS Assay to Identify Small Molecule Activators of BRCA1 Expression; MCF7-BRCA1-FFLuc reporter, luminescence, 48 h; response scale: scaled: vehicle 0%, 10 µM genistein 100%; Potency, µM (doses to about 46.1 µM), for inactives: top-dose activation, actives largely listed as activators; hit rate 1.1% among 380,000; AID 624202, 2012; note: potency is the fitted concentration of half-maximal effect; nearly all actives have a fitted effect of over 80% in size; some results filed as inactive show a strong effect at the top dose
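Reporter cells (MCF7, BRCA1 promoter-firefly luciferase) received library compounds across a concentration series for 48 h. End-point luminescence was measured and concentration-effect curves derived after normalization.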
a7 integrin act: qHTS for Activators of Integrin-Mediated Alleviation for Muscular Dystrophy; alpha7betagal myoblasts, beta-gal FDG fluorescence, 48 h; Potency, µM (series often up to 38.3 µM), for the others: at the highest dose activation, hits mostly activators; hit rate 0.064% among 350,000;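 note: potency is the fitted concentration of half-maximal effect; 100% = response of the positive control SU9516; nearly all actives have a fitted effect of over 60% in size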
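alpha7betagal+/- myoblasts (passage 13, 250/well) treated 48 h at 37C with compounds at 1:260 dilution of DMSO stock. Lysed, then beta-galactosidase activity read as FDG fluorescence (ex 480/em 540) after 30 min, with pre-read for autofluorescence.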
p53 reactivation: qHTS assay for re-activators of p53 using a Luc reporter | H1299 p53-A138V BP100-luciferase reporter, luminescence, 24 h | Potency, µM (top dose mostly 92.2 µM), for inactives: at the top dose activity change, positive = activation, actives largely listed as activators | hit rate 0.063% among 320,000 | AID 504706, 2011; note: potency is the fitted concentration of half-maximal effect; % of control where 0% means no effect; nearly all actives have a fitted effect of over 45% in size
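p53-null H1299 cells stably carrying temperature-sensitive p53-A138V and a BP100-luciferase reporter were pinned with compounds (4-point, 1:5 series) and held 24 hrs at 37 deg C. Luminescence was read 10 min after detection reagent.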
TSG101-PTAP inh: qHTS Assay for Iinhibitors of HIV-1 Budding by Blocking the Interaction of PTAP/TSG101; Tumor susceptibility gene 101 protein (Homo sapiens), Q99816; Fluorescence polarization, FITC-PTAP peptide / Tsg101 binding; Potency, µM (doses to about 115 µM), inactives show at the highest dose activity change, negative = inhibition, actives largely listed as inhibitors; 340,000 tested, under 10 active; active = well fitted inhibition curve with a large enough effect in the main read-out, with a control signal flat, not every such curve was filed as active; inconclusive = small, poorly fitted or top-dose-only effect, or effect the other way, or a change in a side signal; inactive = no such curve, though single readings can be large or run the other way; note: potency is the fitted concentration of half-maximal effect; % of control where 0% means no effect
Target sequence (Q99816 whole entry, looked up): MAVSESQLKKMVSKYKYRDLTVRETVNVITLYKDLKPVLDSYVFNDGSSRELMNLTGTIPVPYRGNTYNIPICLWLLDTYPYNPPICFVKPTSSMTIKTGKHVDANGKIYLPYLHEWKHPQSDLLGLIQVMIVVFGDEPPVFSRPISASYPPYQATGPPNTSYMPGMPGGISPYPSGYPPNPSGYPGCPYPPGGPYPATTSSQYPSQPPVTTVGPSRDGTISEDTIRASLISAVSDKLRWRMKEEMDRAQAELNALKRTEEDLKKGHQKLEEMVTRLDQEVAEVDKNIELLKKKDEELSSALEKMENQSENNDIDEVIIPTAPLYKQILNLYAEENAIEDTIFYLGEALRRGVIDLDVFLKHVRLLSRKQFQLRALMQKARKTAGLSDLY
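Steps: Tsg101 binding domain dispensed (10 uM final), compounds pinned in DMSO, FITC-labeled PTAP-motif peptide added (50 nM final); after 20 min binding at room temperature, polarization measured.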
B2AR arrestin: qHTS assay of beta-arrestin-biased ligands of beta2-adrenergic receptor | Potency, µM (titrated, usually from 46.1 µM), for inactives: at the highest dose activation, usual class: activators | Beta-2 adrenergic receptor (Homo sapiens), P07550 | beta-arrestin recruitment to beta2AR, cell-based reporter | hit rate 0.02% among 330,000;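 note: potency is the fitted concentration of half-maximal effect; 0% = DMSO controls and full agonism = EC100 isoproterenol or metaproterenol; nearly all actives have a fitted effect of over 65% in size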
Target sequence (P07550 whole entry, looked up): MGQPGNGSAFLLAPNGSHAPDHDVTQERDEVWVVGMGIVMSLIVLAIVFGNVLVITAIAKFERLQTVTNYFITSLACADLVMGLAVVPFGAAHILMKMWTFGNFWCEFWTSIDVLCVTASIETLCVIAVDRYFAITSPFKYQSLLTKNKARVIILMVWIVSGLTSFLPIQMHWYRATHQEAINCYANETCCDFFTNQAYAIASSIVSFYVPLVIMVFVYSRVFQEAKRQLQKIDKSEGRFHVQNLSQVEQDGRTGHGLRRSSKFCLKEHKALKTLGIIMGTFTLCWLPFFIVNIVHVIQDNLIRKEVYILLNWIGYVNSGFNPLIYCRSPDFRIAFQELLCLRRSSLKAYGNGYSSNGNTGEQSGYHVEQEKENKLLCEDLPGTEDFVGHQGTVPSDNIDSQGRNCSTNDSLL
TCR activator: Activators of T cell receptors: qHTS campaign | AID 504894, 2011 | Potency, µM (highest dose often 9.22 µM), for inactives: top-dose activation of IL-2 secretion, hits mostly activators | primary human leukocytes, anti-CD3, IL-2 HTRF, 48 h | 330,000 tested, under 10 active; note: % of control where 0% means no effect
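IL-2 release read by HTRF sandwich (Eu cryptate donor, d2 acceptor, 665 nm emission) after 48 hr exposure of primary human leukocytes to compound together with anti-CD3 beads in the absence of co-stimulatory signals.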
ELG1 DNA repair: qHTS screen for small molecules that inhibit ELG1-dependent DNA repair in human embryonic kidney (HEK293T) cells expressing luciferase-tagged ELG1; HEK293T ELG1-luciferase reporter, luminescence, 16 h; DNA damage induced by 5-fluorouridine; Potency, µM (doses to about 46.1 µM), for inactives: at the top dose activity change, negative = inhibition, most hits filed as inhibitors; hit rate 2.3% among 330,000; note: potency is the fitted concentration of half-maximal effect; % is set by controls: 0 for no effect and ±100 for the full control effect; nearly all actives have a fitted effect of over 55% in size
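Cells (2,000 per well) received 5-fluorouridine plus test compound or DMSO and were incubated 16 hr at 37 °C, 5% CO2. Luciferase activity was read by luminescence 30 min after ONE-Glo addition; signal suppression marked inhibition of damage-induced ELG1 function.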
TRPV1 agonist: HTS Assay for Compounds that Act as Agonists of the Vanilloid Receptor 1; TRPV1-expressing cells, Fluo-8 calcium influx, agonist mode; activation, % at 8.33 µM; hit rate 0.19% among 320,000; in the data active = activation above about 80%; inconclusive = between about 30% and that limit; note: 0% is about no effect
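Cells expressing TRPV1 were dye-loaded with Fluo-8 and read kinetically: 10 s baseline, 3 min after compound (agonist portion), then 2 min after EC20 capsaicin (allosteric enhancer portion). Calcium-bound dye fluorescence at 480/520 nm.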
The depositor's hits bear a star; ? = inconclusive; . = not tested or not shown; [ ] = remark or other dose. Unless noted, calls come from the whole dose curve; as a rule, active = well fitted curve in the direction sought with a large enough effect; inconclusive = small, poorly fitted or top-dose-only effect, or another doubt; inactive = no such curve, though single readings can be large; an effect the other way counts as inactive or inconclusive.

SMILES	CXXC DNA block	A-T KAP1 phos	BRCA1 expr up	a7 integrin act	p53 reactivation	TSG101-PTAP inh	B2AR arrestin	TCR activator	ELG1 DNA repair	TRPV1 agonist
CN(C)c1cc(NC(=O)CN2CCOCC2)c2ccccc2n1	4%	.	16%	17%	.	-6%	-0.6%	2%	.	6
Cn1c(=O)c2c(nc(SCCN3CCOCC3)n2Cc2cccc3ccccc23)n(C)c1=O	3%	0%	-1%	-18%	-7%	-5%	0.6%	-9%	?	1
S=C1NC[C@H](c2ccccc2)N1CC1CCCCC1	-13%	2%	-3%	-29%	-2%	-1%	-0.7%	9%	-13%	10
c1ccc(Cc2nnc(-c3ccccc3)o2)cc1	-5%	3%	-71%[inhibitor]	-60%[inhibitor]	9%	-6%	-1.2%	-3%	?	-5
Fc1ccccc1CNc1ccc(Cl)c(Cl)c1	12%	?	43%	-23%	?	-3%	-0.3%	0%	11%	1
NC(=O)c1ccsc1NC(=O)CSc1nncs1	.	6%	0%	14%	15%	0%	-0.2%	-4%	29%	0
CCCCN(CCCC)CCCNC(=O)CN1C(=O)COc2ccc(S(=O)(=O)N3CCC(C)CC3)cc21	-12%	-5%	-1%	-36%	-12%	-5%	-0.1%	5%	11%	-3
Cc1ccc(CNC(=O)COC(=O)CSc2ccc(Br)cc2C)cc1	0%	-2%	-30%	1%	11%	1%	-0.1%	1%[46.1 µM]	14%	?
CCCC1=[N+](CC(C)=O)CCn2c(C)ccc21	-2%	-1%	-13%	-2%	0%	-2%	-0.3%	-2%	0%	-1
Cc1ccccc1C(=O)NNC(=S)Nc1cccc(C(F)(F)F)c1	4%	-1%	-84%	23%	?	-4%	-0.9%	-2%[46.1 µM]	?	-5
c1cc2c(cc1C1CCCCC1)c1c3n2CCCNC3CCC1 (stereo unspecified)	18%	-7%	-84%	-20%	-34%[inhibitor]	-4%	0.0%	-3%[46.1 µM]	1%	-1
Fc1ccc(Oc2cnc3ccccc3n2)cc1	?	15%	40%	-19%	7%	-3%	0.5%	-3%	?	-4
Cc1cc(C(=O)OCC(=O)N2CCC(C)CC2)c2ccccc2n1	.	-8%	7%	21%	13%	-4%	6.6%	2%	-13%	.
CCC(CC)n1c(C)cc(=O)n1C(CC)CC	.	.	11%	6%	.	-2%	.	3%	.	.
CC(C(=O)N1CCCc2ccccc21)N1C(=O)c2ccccc2C1=O (stereo unspecified)	-2%	-4%	-8%	12%	-5%	-1%	-0.8%	3%[46.1 µM]	9%	-4
CCOC(=O)c1ccc(NC(=O)CNC(=O)c2ccccc2)cc1	-4%	5%	6%	13%	5%	-2%	-1.1%	4%	3%	2
COc1ccc(-c2csc(NC(=O)c3ccc(S(=O)(=O)N4CCc5ccccc5C4)cc3)n2)c(OC)c1	20%	7%	-45%	17%	0%	-1%	-0.8%	13%[46.1 µM]	?	2
CCC(=O)Nc1cccc(C2=NOC3(C2)C[C@@H](C(N)=O)N(C(=O)c2cc([N+](=O)[O-])cc([N+](=O)[O-])c2C)C3)c1 (stereo partly specified)	-3%	10%	0%	-23%	-3%	-2%	-0.4%	4%	7%	12
NC(=O)c1ccc(-n2nnnc2SCC(=O)Nc2ccccc2)cc1	35%[activator]	20%	-20%	?	.	-4%	2.8%	.	-5%	4
CC(CC(=O)NCCc1ccc(Cl)cc1)S(=O)(=O)c1ccc2c(c1)NC(=O)CO2 (stereo unspecified)	1%	2%	-1%	-4%	-7%	1%	0.4%	6%	?	18
Cc1ccc(N=C2CCCN2Cc2ccccc2)c(C#N)c1	4%	6%	2%	-29%	7%	1%	-1.0%	-2%[46.1 µM]	12%	-3
CC1CCCC(NC(=O)COC(=O)/C=C/c2ccc(S(=O)(=O)N3CCOCC3)cc2)C1C (stereo unspecified)	-5%	-27%	0%	-9%	4%	-6%	0.2%	3%	-1%	1
O=C(COC(=O)c1ccc(Cl)nc1)Nc1ccc(N2CCCCC2)cc1	.	-2%	73%	-4%	15%	-1%	0.0%	11%[46.1 µM]	?	.
CCCC1=Nc2cc(C(=O)NCCN3CCOCC3)ccc2Sc2ccc(C)cc21	-3%	-2%	-35%	10%	1%	-6%	0.6%	3%	-11%	6
O=C(O)CSc1nnc(C2CC2)n1-c1ccccc1	1%	-2%	-7%	-16%	-3%	-3%	0.0%	-1%	7%	-1
Continued:
SMILES	CXXC DNA block	A-T KAP1 phos	BRCA1 expr up	a7 integrin act	p53 reactivation	TSG101-PTAP inh	B2AR arrestin	TCR activator	ELG1 DNA repair	TRPV1 agonist
COc1cc(SC)ccc1C(=O)OC1CCOC1=O (stereo unspecified)	-4%	-9%	-2%	16%	-12%	-7%	-0.1%	.	0%	0
Nc1cc(N)nc(SCC(=O)N2CCCCC2)n1	-8%	3%	51%	16%	0%	3%	-0.3%	-21%	13%	-3
O=Cc1c[nH]c2ccc(C(=O)c3ccccc3)cc12	-5%	4%	31%	-17%	.	3%	0.0%	.	1%	-3
CCOC(=O)c1ccccc1NCN1C(=O)CSC1=O	17%	-1%	-16%	10%[7.66 µM]	6%	-3%	0.0%	0%	1%	-2
CCn1c(C)nc2cc(C(=O)N3N=C(CCOC)CC3(O)C(F)(F)F)ccc21 (stereo unspecified)	14%	-3%	4%	-17%	3%	-9%	0.1%	7%	-6%	2
COc1cc(CNC(C)(C)CO)ccc1OCC(=O)Nc1ccc(Br)cc1	-6%	19%	0%	-55%[inhibitor]	-7%	-7%	-0.4%	-10%	0%	-1
O=C(C1CCC1)N1CCc2cc(S(=O)(=O)NCC3COc4ccccc4O3)ccc21 (stereo unspecified)	7%	2%	19%	-30%	?	-2%	0.2%	1%	0%	8
CCCOc1ccc(OC(=O)Cc2ccc(OC)c(S(=O)(=O)N3CCOCC3)c2)cc1	.	-16%	9%	2%	2%	1%	0.1%	0%	-1%	5
COc1ccc(CNc2nc(NCc3ccc(OC)cc3)n(C(=O)c3ccncc3)n2)cc1	3%	11%	2%	-3%	-2%	-2%	0.0%	2%	9%	0
CC(C)NC(=O)CC(=O)NN=C1CCCCC1	-8%	-3%	0%	11%	0%	-2%	0.3%	.	-6%	-5
CC(C)(C)SCCNC(=O)c1cccc([N+](=O)[O-])c1	-6%	-2%	84%	-13%	10%	-3%	-0.6%	-4%[46.1 µM]	?	21
O=C(CSCc1ccc([N+](=O)[O-])cc1)NC1CC1	4%	7%	81%	26%	-4%	-3%	-2.2%	4%[46.1 µM]	15%	2
CC1(c2ccc(OC(F)F)cc2)NC(=O)N(/N=C/c2c(O)ccc3ccccc23)C1=O (stereo unspecified)	11%	-8%	-44%	-37%	-15%	1%	10%	7%[46.1 µM]	-7%	4
CSc1ccccc1C(=O)NCCCOC(C)C	10%	1%	8%	-4%	3%	-1%	0.0%	-3%	2%	-3

An excerpt of these results, with bars between the fields.
SMILES | CXXC DNA block | A-T KAP1 phos | BRCA1 expr up | a7 integrin act | p53 reactivation | TSG101-PTAP inh | B2AR arrestin | TCR activator | ELG1 DNA repair | TRPV1 agonist
O=C(C1CCC1)N1CCc2cc(S(=O)(=O)NCC3COc4ccccc4O3)ccc21 (stereo unspecified) | 7% | 2% | 19% | -30% | ? | -2% | 0.2% | 1% | 0% | 8
CCCOc1ccc(OC(=O)Cc2ccc(OC)c(S(=O)(=O)N3CCOCC3)c2)cc1 | . | -16% | 9% | 2% | 2% | 1% | 0.1% | 0% | -1% | 5

Record cards, as listed above. Order of values: CXXC DNA block	A-T KAP1 phos	BRCA1 expr up	a7 integrin act	p53 reactivation	TSG101-PTAP inh	B2AR arrestin	TCR activator	ELG1 DNA repair	TRPV1 agonist
Listed for `CCn1c(C)nc2cc(C(=O)N3N=C(CCOC)CC3(O)C(F)(F)F)ccc21` (stereo unspecified) : 14%	-3%	4%	-17%	3%	-9%	0.1%	7%	-6%	2
Listed for `CCCOc1ccc(OC(=O)Cc2ccc(OC)c(S(=O)(=O)N3CCOCC3)c2)cc1` : .	-16%	9%	2%	2%	1%	0.1%	0%	-1%	5
